N-glyco inh: N-linked glycosylation inhibition. D54 ERlucT glycosylation luciferase reporter, 24 h; percent of 100 nM tunicamycin response. reporter increase, % at 12.5 µM. 360,000 tested, 0.23% active;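 active = mean luciferase reporter signal, scaled so untreated is 0 and the glycosylation-blocking control 100, at or above a set limit in every replicate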;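 also: luciferase carries N-glycosylation sites so blocking glycosylation raises the light; 0% = median of neutral control wells and 100% = median of 100 nM tunicamycin wells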
MC4R antag cAMP: blocks human MC4R cAMP signaling. P32245. MC4R-expressing cells, MTII-stimulated cAMP, LANCE TR-FRET. inhibition, % at 6.5 µM. 360,000 tested, 0.48% active;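 active = inhibition above its plate's cutoff, the mean of tested wells on that plate plus 3 SD, cut at about 29% in these data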;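 also: 0% = Melanotan II alone and 100% = Melanotan II plus saturating MCL0020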
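system = U2OS cells with stable human MC4R expression | also added = Melanotan II challenge after compound preincubation | dosing = one concentration, 6.5 µM nominal | incubation = compound 30 min, challenge 1 h, detection 1 h | measured by = TR-FRET with Eu-cAMP and labeled anti-cAMP, 671 nm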
Granule exo inh: lytic granule exocytosis inhibition; TALL-104 LAMP-1 surface exposure, flow cytometry; cells stimulated with thapsigargin and PMA; inhibition, % at 10 µM; 360,000 tested, 0.66% active; AID 651702;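 active = inhibition above about 55%, limit read from the data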
MC4R barr agon: agonists of human melanocortin 4 receptor (MC4R) beta-arrestin | P32245 | U2OS MC4R beta-arrestin complementation, luminescence; percent of melanotan II response, DMSO zero | activation, % at 8.9 µM | 360,000 tested, 0.98% active | AID 540308;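 active = activation above a per-plate cutoff, the mean activation of sample wells on that plate plus 3 SD, cut at about 8% in these data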
TLR9-MyD88 inh: blocks human TLR9 binding to MyD88; inhibition, % at 4.98 µM; Q9NR96+Q99836; CHO BLA complementation TLR9-MyD88, CCF4 FRET ratio; 340,000 tested, 0.21% active;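 active = inhibition above the mean over all tested compounds plus 3 SD, cut at about 21% in these data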;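 also: 0% = DMSO only wells and 100% = clavulanate BLA inhibitor control wells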
Target sequence (Q99836 whole entry, looked up): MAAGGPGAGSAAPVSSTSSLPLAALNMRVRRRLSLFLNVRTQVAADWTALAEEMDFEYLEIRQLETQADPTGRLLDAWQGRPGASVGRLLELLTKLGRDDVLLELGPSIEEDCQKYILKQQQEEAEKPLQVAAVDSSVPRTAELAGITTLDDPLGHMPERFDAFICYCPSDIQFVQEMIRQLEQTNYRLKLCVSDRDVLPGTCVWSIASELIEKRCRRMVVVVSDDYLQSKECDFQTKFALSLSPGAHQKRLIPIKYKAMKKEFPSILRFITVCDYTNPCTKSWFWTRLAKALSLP
Target sequence (Q9NR96 whole entry, looked up): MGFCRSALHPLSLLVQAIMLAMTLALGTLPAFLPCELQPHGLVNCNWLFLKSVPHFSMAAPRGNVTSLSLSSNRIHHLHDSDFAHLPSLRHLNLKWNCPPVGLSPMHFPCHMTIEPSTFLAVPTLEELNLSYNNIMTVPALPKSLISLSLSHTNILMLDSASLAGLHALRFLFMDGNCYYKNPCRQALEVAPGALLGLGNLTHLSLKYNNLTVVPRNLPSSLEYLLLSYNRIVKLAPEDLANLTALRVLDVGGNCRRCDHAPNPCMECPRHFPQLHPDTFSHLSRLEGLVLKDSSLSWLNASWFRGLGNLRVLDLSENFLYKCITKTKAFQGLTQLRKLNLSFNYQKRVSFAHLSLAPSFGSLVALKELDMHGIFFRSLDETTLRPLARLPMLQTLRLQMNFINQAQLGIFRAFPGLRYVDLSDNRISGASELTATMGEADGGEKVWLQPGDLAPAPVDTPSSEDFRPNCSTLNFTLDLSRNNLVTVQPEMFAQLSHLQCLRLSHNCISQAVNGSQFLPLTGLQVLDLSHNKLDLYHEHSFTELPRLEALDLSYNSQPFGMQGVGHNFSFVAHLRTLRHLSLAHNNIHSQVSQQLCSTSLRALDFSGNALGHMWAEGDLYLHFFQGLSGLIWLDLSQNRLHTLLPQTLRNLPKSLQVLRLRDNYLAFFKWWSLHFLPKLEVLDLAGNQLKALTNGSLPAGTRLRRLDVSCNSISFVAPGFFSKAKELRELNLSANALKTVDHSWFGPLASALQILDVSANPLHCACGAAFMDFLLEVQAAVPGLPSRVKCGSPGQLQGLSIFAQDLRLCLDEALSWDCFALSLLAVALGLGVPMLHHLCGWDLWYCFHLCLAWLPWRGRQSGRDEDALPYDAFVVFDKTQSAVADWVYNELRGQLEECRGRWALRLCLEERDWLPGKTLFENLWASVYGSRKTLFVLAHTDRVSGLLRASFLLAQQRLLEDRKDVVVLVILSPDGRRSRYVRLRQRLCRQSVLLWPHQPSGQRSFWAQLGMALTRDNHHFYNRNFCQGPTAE
ABCB6 inh MLPCN: blocks the human ABCB6 transporter | K562-ABCB6 porphyrin accumulation, flow cytometry, 1 h; active compounds read low | 360,000 tested, 0.19% active | AID 602162 | Q9NP58 | fluorescence ratio to DMSO, % at 10 µM;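 active = fluorescence ratio to DMSO below 75%, the collection mean minus 3 SD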;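 also: signal is porphyrin accumulated inside mitochondria; 100% equals median channel fluorescence of DMSO control wells; lower ratio means ABCB6 inhibition with less porphyrin fluorescence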
Vif inh: blocks HIV Vif function | HEK293T cells, Vif self-association by quenched fluorescence, imaging, 24 h | inhibition, % at 7.49 µM | 340,000 tested, 0.35% active | AID 602346; in the data active = inhibition above about 50%, passing the limit was not always enough; also: some results filed as inactive read as strong as hits
ABHD5 PLIN5 PPI: blocks binding of human ABHD5 to perilipin-5 | Q00G26+Q8WTS1 | Split G. princeps luciferase complementation, luminescence, 4 h | 360,000 tested, 0.78% active | inhibition, % at 4 µM;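 active = inhibition above the mean inhibition across every tested compound plus 3 SD, cut at about 22% in these data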;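 also: 0% = DMSO only wells and the 100% control is not disclosed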
NOD2 RIPK2 PPI: NOD2-RIPK2 protein interaction inhibition | inhibition, % at 4.98 µM | AID 624267 | CHO BLA complementation NOD2-RIPK2, CCF4 ratio | 360,000 tested, 0.38% active | O43353; in the data active = inhibition above about 21%;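 also: 0% = vehicle only and 100% = reference blocker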
aDG glyco up: increases alpha dystroglycan glycosylation. Pro5-aDG cells, alpha-DG glycosylation AlphaScreen (IIH6); 0% Pro5, 100% B10-LARGE cell signal. activation, % at 10 µM. 360,000 tested, 0.22% active. AID 624168;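 active = activation of at least 8% versus controls, or a plate z-score of at least 8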;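 also: Pro5 are CHO cells carrying HIG-tagged alpha-DG that lacks glycosylation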
* marks the source's active call; other numbers are inactive results; nt = no result given. An excerpt; count on the stated rates, not on these rows.

Screens by letter: A = N-glyco inh; B = MC4R antag cAMP; C = Granule exo inh; D = MC4R barr agon; E = TLR9-MyD88 inh; F = ABCB6 inh MLPCN; G = Vif inh; H = ABHD5 PLIN5 PPI; I = NOD2 RIPK2 PPI; J = aDG glyco up
mol: CCN1CCN(C(=O)CCc2ccc(S(=O)(=O)NCCc3ccccc3)cc2)CC1
  A: -4.1; B: 9.9; C: -3.8; D: -1.7; E: -0.6; F: 98.0; G: 2.3; H: 12.7; I: 2.8; J: 0.2

mol: CCOC(=O)C1CCCN(CCC(=O)Nc2ccc(F)c(F)c2)C1 (stereo not given)
  A: -0.2; B: 0.2; C: 2.4; D: -1.8; E: 2.1; F: 94.0; G: -1.5; H: -1.7; I: -12.6; J: -0.1

mol: O=C(NNc1nc2c(F)cccc2s1)c1ccc(F)cc1
  A: 0.1; B: 8.2; C: -3.8; D: -0.2; E: 2.8; F: 99.0; G: -1.0; H: -6.8; I: -0.7; J: -0.6

mol: COc1cc(C(=O)NC2CCN(CC(=O)NC3CCCCC3C)CC2)cc(OC)c1OC (stereo not given)
  A: 1.8; B: 2.6; C: 0.7; D: -0.8; E: -2.6; F: 91.0; G: -47.9; H: 4.1; I: 9.2; J: 0.1

mol: CCOc1cc(/C=N/Nc2ccc(C(=O)O)cc2)ccc1OC(=O)c1ccccc1C
  A: -1.0; B: 15.1; C: 0.1; D: 1.4; E: 15.1; F: 94.0; G: -1.0; H: -4.3; I: 9.3; J: 0.2

mol: CCC1(c2ccc(F)cc2)NC(=O)N(CC(=O)N2CCN(S(=O)(=O)c3ccc(C)cc3C)CC2)C1=O (stereo not given)
  A: -1.3; B: 1.1; C: -4.4; D: -0.1; E: -21.8; F: 98.0; G: -5.6; H: 0.0; I: 1.3; J: 1.4

mol: COc1ccc(CNC(=O)CC(NC(N)=O)c2ccccc2Cl)cc1OC (stereo not given)
  A: 1.0; B: -2.2; C: -0.5; D: -1.2; E: -13.9; F: 99.0; G: -8.6; H: -8.2; I: -4.8; J: 0.2

mol: COc1ccc(C(N)c2csc(Nc3cc(Oc4ccccc4)ncn3)n2)cc1 (stereo not given)
  A: -7.7; B: -7.3; C: -4.9; D: 3.5; E: nt; F: 105.0; G: 2.3; H: -2.7; I: 1.3; J: 1.7

mol: CC12CN3CC(C)(CN(C1)C3c1ccc(F)cc1)C2 (stereo not given)
  A: -0.2; B: -2.1; C: 23.3; D: 2.4; E: -3.7; F: 94.0; G: -1.6; H: 10.6; I: -14.4; J: -0.1

mol: Cc1ccc(C)c(NC(=O)CNS(=O)(=O)c2ccccc2)c1
  A: 1.1; B: 1.5; C: -2.4; D: 0.4; E: -8.1; F: 93.0; G: 0.8; H: 4.0; I: -15.1; J: 0.0

mol: CCN(CC)c1nc(C)c(C(C)=O)cc1C#N
  A: 0.2; B: -8.6; C: 4.0; D: 0.4; E: -4.9; F: 91.0; G: nt; H: -0.5; I: -8.4; J: 0.5

mol: Cc1ccccc1/C=N\NC(=O)c1ccccc1-n1cccc1
  A: -0.4; B: 0.5; C: -4.0; D: -1.1; E: 8.1; F: 92.0; G: 6.9; H: 2.9; I: 1.7; J: 0.2

mol: Cc1ccccc1C(=O)N1CCC(C(=O)Nc2cccc(F)c2)CC1
  A: 0.8; B: -2.7; C: -0.7; D: -1.8; E: 1.2; F: 99.0; G: -0.5; H: 0.5; I: -13.1; J: -0.1

mol: O=C(COc1ccc(Br)cc1)NNC(=O)Cc1ccc(S(=O)(=O)N2CCOCC2)s1
  A: 1.3; B: 7.2; C: -2.2; D: 0.8; E: -0.3; F: 100.0; G: -1.0; H: 10.7; I: -2.5; J: 0.1

mol: COC(=O)c1ccc(NC(=O)c2ccccc2C(=O)Nc2ccc(C(=O)OC)cc2)cc1
  A: 1.2; B: 14.0; C: 8.1; D: 2.4; E: -16.5; F: 102.0; G: -15.5; H: -4.9; I: 2.7; J: -0.1

mol: CC(=O)Nc1ccc(NC(=O)C(C)OC(=O)CC23CC4CC(CC(Br)(C4)C2)C3)cc1 (stereo not given)
  A: -0.8; B: 8.7; C: 1.1; D: -1.1; E: -7.0; F: 105.0; G: -5.1; H: 2.1; I: -22.8; J: 0.0

mol: Cc1ccc(-c2nn(-c3ccccc3)cc2CN(Cc2ccccc2)C(=O)CCC(=O)O)o1
  A: 1.1; B: 3.8; C: 2.0; D: 0.3; E: -9.6; F: 96.0; G: -1.5; H: 5.1; I: 5.2; J: 0.1

mol: COc1cc(C(=O)OCC(=O)NC(=O)C2CCCCC2)ccc1OC(F)F
  A: 0.7; B: 3.7; C: 4.1; D: -0.5; E: 6.3; F: 101.0; G: -5.5; H: -2.3; I: -10.2; J: -0.1

mol: CCOC(=O)C(NC(C)=O)(Nc1ccc(F)cc1)C(F)(F)F (stereo not given)
  A: 1.3; B: -10.1; C: 3.4; D: 0.6; E: 0.4; F: 111.0; G: 12.3; H: 1.5; I: -3.8; J: 0.0

mol: COc1ccc(OCCCC(=O)Nc2ccc3c(c2)OCO3)cc1
  A: 0.4; B: 3.6; C: 0.4; D: -0.7; E: 1.7; F: 98.0; G: -1.8; H: -1.0; I: 1.1; J: -0.1

For reference, part of the list above.
Screens by letter: A = N-glyco inh; B = MC4R antag cAMP; C = Granule exo inh; D = MC4R barr agon; E = TLR9-MyD88 inh; F = ABCB6 inh MLPCN; G = Vif inh; H = ABHD5 PLIN5 PPI; I = NOD2 RIPK2 PPI; J = aDG glyco up
mol: Cc1ccccc1C(=O)N1CCC(C(=O)Nc2cccc(F)c2)CC1
  A: 0.8; B: -2.7; C: -0.7; D: -1.8; E: 1.2; F: 99.0; G: -0.5; H: 0.5; I: -13.1; J: -0.1

mol: O=C(COc1ccc(Br)cc1)NNC(=O)Cc1ccc(S(=O)(=O)N2CCOCC2)s1
  A: 1.3; B: 7.2; C: -2.2; D: 0.8; E: -0.3; F: 100.0; G: -1.0; H: 10.7; I: -2.5; J: 0.1

mol: COC(=O)c1ccc(NC(=O)c2ccccc2C(=O)Nc2ccc(C(=O)OC)cc2)cc1
  A: 1.2; B: 14.0; C: 8.1; D: 2.4; E: -16.5; F: 102.0; G: -15.5; H: -4.9; I: 2.7; J: -0.1

mol: CC(=O)Nc1ccc(NC(=O)C(C)OC(=O)CC23CC4CC(CC(Br)(C4)C2)C3)cc1 (stereo not given)
  A: -0.8; B: 8.7; C: 1.1; D: -1.1; E: -7.0; F: 105.0; G: -5.1; H: 2.1; I: -22.8; J: 0.0

mol: Cc1ccc(-c2nn(-c3ccccc3)cc2CN(Cc2ccccc2)C(=O)CCC(=O)O)o1
  A: 1.1; B: 3.8; C: 2.0; D: 0.3; E: -9.6; F: 96.0; G: -1.5; H: 5.1; I: 5.2; J: 0.1

mol: COc1cc(C(=O)OCC(=O)NC(=O)C2CCCCC2)ccc1OC(F)F
  A: 0.7; B: 3.7; C: 4.1; D: -0.5; E: 6.3; F: 101.0; G: -5.5; H: -2.3; I: -10.2; J: -0.1

mol: CCOC(=O)C(NC(C)=O)(Nc1ccc(F)cc1)C(F)(F)F (stereo not given)
  A: 1.3; B: -10.1; C: 3.4; D: 0.6; E: 0.4; F: 111.0; G: 12.3; H: 1.5; I: -3.8; J: 0.0

mol: COc1ccc(OCCCC(=O)Nc2ccc3c(c2)OCO3)cc1
  A: 0.4; B: 3.6; C: 0.4; D: -0.7; E: 1.7; F: 98.0; G: -1.8; H: -1.0; I: 1.1; J: -0.1

Source: PubChem BioAssay (several laboratories)
